# NCI-60 one-dose screen, 48 h, at 10 µM unless noted. Numbers give growth in % (100 = growth as untreated, 0 = no growth, -100 = all killed).
# OVCAR-5: OVCAR-5 ovarian cancer; 82,000 tested, 2.9% active
# OVCAR-3: OVCAR-3 ovarian cancer. 79,000 tested, 7% active. AID 1794787
# OVCAR-4: OVCAR-4 ovarian cancer cells; 80,000 tested, 3.7% active
# OVCAR-8: OVCAR-8 ovarian cancer; 81,000 tested, 4.4% active
# DU-145: DU-145 prostate cancer | 81,000 tested, 4.2% active | AID 1794760
# NCI/ADR-RES: NCI/ADR-RES ovarian cells; 81,000 tested, 4.4% active
# IGROV1: IGROV1 ovarian cancer; AID 1794786; 79,000 tested, 4.7% active
# SK-OV-3: SK-OV-3 ovarian cancer cells | 80,000 tested, 3.2% active | AID 1794785
# Numbers without * were called inactive; / = no result given; & = joins results of further samples. The calls were made as follows: active = growth percent below 10; inactive = the rest. A portion of the library (hit frequency here may not be typical).
# Each structure is followed by: IGROV1	NCI/ADR-RES	OVCAR-8	OVCAR-3	DU-145	OVCAR-4	SK-OV-3	OVCAR-5
> Cn1cc(-c2nc(N)nnc2-c2c[nH]c3ccc(F)cc23)c2ccccc21
 : 84.9	101.5	98.6	100.8	105.5	91.0	100.3	129.0
> Cn1cc(C(=O)c2nc(-c3cn(C)c4ccc(Cl)cc34)no2)c2cc(Br)ccc21
 : 84.9	93.7	92.2	103.8	116.4	99.6	83.4	92.8
> COc1ccc(C2CC(c3c(O)ccc4c(C)cc(=O)oc34)=NN2c2ccc(S(N)(=O)=O)cc2)cc1 (centres undefined)
 : 119.5	100.2	99.1	113.2	118.7	112.0	101.9	99.6
> CNC(=O)c1nn(C)c2c1C(C)(C)Cc1cnc(Nc3ccc(N4CCN(C)CC4)cc3)nc1-2
 : 2.5*	9.9*	8.9*	20.7	15.5	12.9	-16.9*	9.1*
> COC(=O)[C@H](O)[C@H]1C(C)(C)[C@H](O)C2CC3=C4CC(=O)O[C@@H](c5ccoc5)[C@]4(C)CC[C@@H]3[C@@]1(C)C2=O
 : 101.1	101.1	101.7	108.8	109.9	111.2	106.0	94.0
> Cc1cccc2c1NC(=O)C2(c1ccc(O)cc1)c1ccc(O)cc1
 : 45.7	11.0	4.9*	25.6	84.6	-16.0*	89.5	75.9
> CC(C)(O)CC(=O)NCCn1ccc2ncnc(Nc3ccc(Oc4cccc(C(F)(F)F)c4)c(Cl)c3)c21
 : -42.6*	9.1*	3.0*	32.6	27.4	25.6	-21.0*	3.5*
> O=C(O)c1ccc2ccccc2c1O
 : 114.3	97.8	93.5	111.1	97.2	104.2	100.0	97.1
> Cc1cc(O)c(C)c(C)c1O
 : 130.4	103.6	106.3	123.5	111.5	122.4	108.5	93.9
> O=C(O)c1cccnc1Nc1cccc(C(F)(F)F)c1
 : 123.0	100.9	95.8	109.7	108.5	105.8	103.3	107.0
> CN1CCCN=C1COC(=O)C(O)(c1ccccc1)C1CCCCC1 (centres undefined)
 : 97.6	105.6	100.6	124.8	95.2	105.7	106.8	104.4
> CCOc1cc2ncc(C#N)c(Nc3ccc(OCc4ccccn4)c(Cl)c3)c2cc1NC(=O)/C=C/CN(C)C
 : -62.5*	-10.8*	-7.7*	47.5	4.5*	-73.6*	-10.6*	9.5*
> C/C=C/C(=O)N(CC)c1ccccc1C
 : 106.2&126.1	111.3&103.4	100.8&105.0	105.9&113.5	111.6&116.7	117.8&100.9	108.5&105.3	102.3&104.9
> C[C@@H]1CC2C3CCC4=CC(=O)C=C[C@]4(C)[C@@]3(Cl)[C@@H](O)C[C@]2(C)[C@@]1(OC(=O)c1ccco1)C(=O)CCl (some centres undefined)
 : 76.3	39.9	53.0	89.3	79.0	67.7	54.1	83.1
> CC(=O)CCCCn1c(=O)c2c(ncn2C)n(C)c1=O
 : 110.1	96.5	106.0	115.8	109.0	103.0	113.8	105.4
> COC(=O)C(C)(C)C1Oc2ccc(Cl)cc2C(=O)/C1=C\NS(=O)(=O)c1ccc(C)cc1 (centres undefined)
 : 109.6	108.6	97.9	97.0	104.8	105.1	103.5	99.7
> CCN(CC)CCOC(=O)c1ccc(N)cc1
 : 55.2&111.2	100.7&104.1	107.1&105.3	107.2&116.6	125.0&119.2	97.8&123.2	107.5&101.5	100.8
> CCCCNc1ccc(C(=O)OCCN(C)C)cc1
 : 106.0	105.1	102.2	114.1	112.3	116.5	104.8	/
> COc1ccc(C2CNC(=O)C2)cc1OC1CCCC1 (centres undefined)
 : 103.0	92.7	111.9	107.5	102.8	114.5	105.1	107.2
> CC12CCC(=O)C=C1CCC1C2CCC2(C)C1CCC2(O)C(=O)CO (centres undefined)
 : /	105.8	101.7	117.2	115.9	113.8	103.7	107.5
> O=C(Nc1ccc(Cl)cc1F)c1ccccc1O
 : 20.5	34.5	44.8	30.9	43.1	54.6	42.3	71.1
> CN1CCN(c2ccc(OC(F)(F)F)c(Nc3ncc4c(n3)-c3c(c(C(N)=O)nn3CCO)CC4)c2)CC1
 : 25.1	12.9	9.6*	41.0	10.2	71.5	-3.3*	19.9
> Cc1cc(Nc2nc(N[C@@H](C)c3ncc(F)cn3)ncc2Cl)n[nH]1
 : 45.0	87.5	88.1	93.3	99.5	91.6	75.3	59.8
> CC(/C=C/c1ccccc1)=N\OCC(=O)Nc1ccc(Cl)cc1
 : 97.4	101.7	96.7	97.3	105.8	109.3	97.4	117.3
> COc1ccc2c(c1)c(-c1nnc(N)nc1-c1c[nH]c3ccccc13)cn2C
 : 62.6	86.4	77.6	78.3	89.7	80.3	84.6	81.6
> Oc1ccc2c(c1)OCC1(O)Cc3cc(O)c(O)cc3C21 (centres undefined)
 : 75.3	91.7	/	93.7	99.1	38.2	193.4	96.3
> O=C(/C=C/c1ccc(Cl)c(Cl)c1)c1ccc(Cl)nc1
 : 97.1	104.9	92.2	88.8	99.6	97.7	107.6	108.7
> COc1ccc2[nH]cc(-c3nnc(N)nc3-c3cn(C)c4ccc(Br)cc34)c2c1
 : 101.3	100.4	89.1	125.7	115.1	104.0	92.8	94.5
> CC(/C=C/c1ccc(Cl)cc1)=N\OCC(=O)O
 : 107.4	108.5	101.5	110.1	111.4	121.4	95.6	101.4
> O=C(c1ccc2nc(NS(=O)(=O)c3ccc4ccccc4c3)sc2c1)N1CCN(Cc2ccc3c(c2)OCO3)CC1
 : 99.5	100.2	87.7	94.2	110.5	96.9	104.8	100.6
> Oc1cc2c(cc1O)[C@H]1c3ccc(O)c(O)c3OC[C@@]1(O)C2
 : 21.6	96.5	101.6	105.4	110.8	107.1	99.1	97.5
> COc1ccc(-c2ccc3c(N4CCOC[C@@H]4C)nc(N4CCOC[C@@H]4C)nc3n2)cc1CO
 : -33.2*	-1.7*	-3.4*	13.0	11.6	-26.0*	-33.7*	7.1*
> CCN(CC)CCNC(C(=O)OCCC(C)C)c1ccccc1 (centres undefined)
 : 91.3	94.8	95.7	99.0	/	83.9	103.6	113.0
> Cc1c(F)cc(C(=O)NC2CC2)cc1-c1ccc(C(=O)NCC(C)(C)C)cn1
 : 97.0&92.1	87.2&90.3	94.5&89.5	103.5&98.1	96.9&95.7	103.4&90.2	79.4&85.3	87.0&86.6
> CCn1cc(C(=O)O)c(=O)c2cnc(N3CCNCC3)nc21
 : 104.9	108.6	101.3	116.0	112.4	101.3	114.8	104.5
> CC1=C(C(=O)Nc2ccc(S(N)(=O)=O)cc2)C(c2cccc(O)c2)NC(=S)N1 (centres undefined)
 : 113.5	105.9	114.7	87.8	104.0	98.7	99.8	99.7
> Brc1ccc([C@@H]2C[C@@H]3Cc4ccc5ccccc5c4N2O3)s1
 : 81.6	85.9	89.5	100.9	108.1	74.0	87.7	82.7
> [2H]C([2H])([2H])c1nc2c(F)cc(-c3nc(Nc4ccc(CN5CCN(C([2H])([2H])C)CC5)cn4)ncc3F)cc2n1C(C)C
 : 50.6	82.1	65.1	73.9	65.9	76.4	29.4	56.7
> N#Cc1c(-c2ccccc2)nc(N=Nc2c(O)[nH]c3ccccc23)[nH]c1=O
 : 103.5	107.2	102.3	107.7	107.0	107.6	117.5	104.1
> CC1(C)O[C@@H]2CC3C4C[C@H](F)C5=CC(=O)C=C[C@]5(C)[C@@]4(F)[C@@H](O)C[C@]3(C)[C@]2(C(=O)CO)O1 (some centres undefined)
 : 98.3	90.1	92.4	128.5	114.8	97.6	76.1	84.3

# Limited to OVCAR-5 and IGROV1 (two entries from above):
SMILES	OVCAR-5	IGROV1
Cc1c(F)cc(C(=O)NC2CC2)cc1-c1ccc(C(=O)NCC(C)(C)C)cn1	87.0&86.6	97.0&92.1
CCn1cc(C(=O)O)c(=O)c2cnc(N3CCNCC3)nc21	104.5	104.9

# A draw from above in order of molar mass, ascending:
# Each structure is followed by: IGROV1	NCI/ADR-RES	OVCAR-8	OVCAR-3	DU-145	OVCAR-4	SK-OV-3	OVCAR-5
> CC(/C=C/c1ccc(Cl)cc1)=N\OCC(=O)O
 : 107.4	108.5	101.5	110.1	111.4	121.4	95.6	101.4
> Oc1ccc2c(c1)OCC1(O)Cc3cc(O)c(O)cc3C21 (centres undefined)
 : 75.3	91.7	/	93.7	99.1	38.2	193.4	96.3
> Oc1cc2c(cc1O)[C@H]1c3ccc(O)c(O)c3OC[C@@]1(O)C2
 : 21.6	96.5	101.6	105.4	110.8	107.1	99.1	97.5
> CCn1cc(C(=O)O)c(=O)c2cnc(N3CCNCC3)nc21
 : 104.9	108.6	101.3	116.0	112.4	101.3	114.8	104.5
> O=C(/C=C/c1ccc(Cl)c(Cl)c1)c1ccc(Cl)nc1
 : 97.1	104.9	92.2	88.8	99.6	97.7	107.6	108.7
> CCN(CC)CCNC(C(=O)OCCC(C)C)c1ccccc1 (centres undefined)
 : 91.3	94.8	95.7	99.0	/	83.9	103.6	113.0
> CC(/C=C/c1ccccc1)=N\OCC(=O)Nc1ccc(Cl)cc1
 : 97.4	101.7	96.7	97.3	105.8	109.3	97.4	117.3
> Cc1cc(Nc2nc(N[C@@H](C)c3ncc(F)cn3)ncc2Cl)n[nH]1
 : 45.0	87.5	88.1	93.3	99.5	91.6	75.3	59.8
> N#Cc1c(-c2ccccc2)nc(N=Nc2c(O)[nH]c3ccccc23)[nH]c1=O
 : 103.5	107.2	102.3	107.7	107.0	107.6	117.5	104.1
> COc1ccc2c(c1)c(-c1nnc(N)nc1-c1c[nH]c3ccccc13)cn2C
 : 62.6	86.4	77.6	78.3	89.7	80.3	84.6	81.6
> Brc1ccc([C@@H]2C[C@@H]3Cc4ccc5ccccc5c4N2O3)s1
 : 81.6	85.9	89.5	100.9	108.1	74.0	87.7	82.7
> Cc1c(F)cc(C(=O)NC2CC2)cc1-c1ccc(C(=O)NCC(C)(C)C)cn1
 : 97.0&92.1	87.2&90.3	94.5&89.5	103.5&98.1	96.9&95.7	103.4&90.2	79.4&85.3	87.0&86.6
> CC1(C)O[C@@H]2CC3C4C[C@H](F)C5=CC(=O)C=C[C@]5(C)[C@@]4(F)[C@@H](O)C[C@]3(C)[C@]2(C(=O)CO)O1 (some centres undefined)
 : 98.3	90.1	92.4	128.5	114.8	97.6	76.1	84.3
> [2H]C([2H])([2H])c1nc2c(F)cc(-c3nc(Nc4ccc(CN5CCN(C([2H])([2H])C)CC5)cn4)ncc3F)cc2n1C(C)C
 : 50.6	82.1	65.1	73.9	65.9	76.4	29.4	56.7
> O=C(c1ccc2nc(NS(=O)(=O)c3ccc4ccccc4c3)sc2c1)N1CCN(Cc2ccc3c(c2)OCO3)CC1
 : 99.5	100.2	87.7	94.2	110.5	96.9	104.8	100.6

# Next records
# Each structure is followed by: IGROV1	NCI/ADR-RES	OVCAR-8	OVCAR-3	DU-145	OVCAR-4	SK-OV-3	OVCAR-5
> CC1Cc2ccccc2N1NC(=O)c1ccc(Cl)c(S(N)(=O)=O)c1 (centres undefined)
 : 98.6	101.3	104.2	118.7	108.5	98.7	98.4	104.5
> COc1ccc2[nH]cc(-c3nc(N)nnc3-c3cn(C)c4ccccc34)c2c1
 : 86.7	97.7	94.1	97.4	102.7	112.1	102.8	96.4
> Cc1cc([C@@H](C)Nc2ccccc2C(=O)O)c2nc(N3CCOCC3)cc(=O)n2c1
 : -4.7*	58.1	45.6	31.1	57.2	77.3	-13.2*	51.8
> O=C(O)CCC(=O)c1ccc(-c2ccccc2)cc1
 : 120.3	93.7	98.8	113.4	116.9	103.8	105.0	/
> N=C(N)c1ccc(NC(=O)COCC(=O)Nc2ccc(C(=N)N)cc2)cc1
 : 107.1	105.4	100.1	100.5	104.1	107.1	97.9	96.5
> CCCc1nc(C(C)(C)O)c(C(=O)O)n1Cc1ccc(-c2ccccc2-c2nn[nH]n2)cc1
 : 113.8	105.4	91.7	116.9	120.5	100.0	106.2	104.1
> CN1CCC(CNc2ccc3ncc(-c4cccc(OC(F)(F)F)c4)n3n2)CC1
 : -60.4*	-4.8*	0.8*	-26.6*	22.5	-1.7*	-1.5*	-32.8*
> c1ccc2c(c1)CN[C@@H](CN(CCCCN1CCOCC1)[C@H]1CCCc3cccnc31)C2
 : 102.6	85.6	91.6	96.8	103.6	102.0	86.8	83.6
> O=C(CCCl)NCc1ccccc1
 : 90.7	109.9	99.7	105.2	/	94.9	106.6	116.6
> CCc1ccc(CCOc2ccc(CC3SC(=O)NC3=O)cc2)nc1 (centres undefined)
 : 104.7	97.9	103.6	108.3	112.4	101.8	104.3	114.5
> CC(=O)Nc1ccc(C(=O)/C=C/c2ccccc2)cc1
 : 77.0	94.2	75.1	77.3	89.8	99.9	105.4	94.6

# Assay outcomes (PubChem)
